# Bioassay records from PubChem BioAssay.
# Nrf2 activator – activators of Nrf2 (ARE) signaling. 0.31% of 410,000 active. Potency, µM (doses to about 46.1 µM), for inactives: at the top dose activation, hits mostly activators. AID 624171. AREc32 ARE-luciferase reporter (MCF7-derived line), luminescence, 24 h; note: potency is the fitted concentration of half-maximal effect; % of control where 0% means no effect; nearly all actives have a fitted effect of over 65% in size
#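 For detection, Steady-Glo was added and plates sat 30 min at RT; before that, AREc32_Fluc cells grown overnight in OPTI-MEM/5% FBS had been treated with 23 nL compound for 24 hr at 37 deg C.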
# TGFb SMAD3 inh – TGF-b pathway inhibition | 1.2% of 410,000 active | Potency, µM (top dose mostly 46.1 µM), for the others: at the highest dose activity, negative = inhibition, hits mostly inhibitors | AID 588855 | HepG2 CAGA-GFP TGF-b/SMAD3 reporter, GFP fluorescence, 18 h; TGF-beta stimulated, 500 pg/mL final; note: potency is the fitted concentration of half-maximal effect; % is set by controls: 0 for no effect and ±100 for the full control effect; nearly all actives have a fitted effect of over 65% in size
#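 Inhibition was scored as loss of TGF-beta-induced (500 pg/mL final, 18 hours, 37 degrees C) GFP in HEPG2 cells carrying a CAGA-GFP reporter, in DMEM with 1% FBS. Well GFP was summed per cell; Activity was normalised to unstimulated and stimulated DMSO wells, then concentration-response fitting.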
# MmCpn inh – blocks the Methanococcus maripaludis chaperonin Mm-Cpn. purified Mm-Cpn ATPase, ADP Transcreener TR-FRET. Potency, µM (highest dose often 76.9 µM), for inactives: at the top dose activity, negative = inhibition, actives largely listed as inhibitors. 0.031% of 330,000 active. AID 504842; note: potency is the fitted concentration of half-maximal effect; % is set by controls: 0 for no effect and ±100 for the full control effect; nearly all actives have a fitted effect of over 80% in size
#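 Inhibition of chaperonin ATP hydrolysis is measured as reduced ADP production, detected by competitive TR-FRET in which signal falls with ADP. Final enzyme 25 nM and ATP 10 uM, reacted 30 min at 37°C.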
# S2 tox – cell viability loss in ATXN counter-screen. S2 cells (HEK-293 line with an ATXN2-luciferase reporter) viability, CellTiter-Fluor protease fluorescence, 24 h. Potency, µM (titrated, usually from 56.7 µM), hits mostly cytotoxic. 0.49% of 400,000 active; note: potency is the fitted concentration of half-maximal effect; nearly all actives have a fitted effect of over 40% in size
# Nrf2 inh – inhibitors of Nrf2 signaling. 2.1% of 360,000 active. Potency, µM (highest dose often 46 µM), without a hit: at the top dose activity change, negative = inhibition, actives largely listed as inhibitors. A549 ARE-Fluc reporter, luciferase luminescence, 18-24 h. AID 504444; note: potency is the fitted concentration of half-maximal effect; % is set by controls: 0 for no effect and ±100 for the full control effect; nearly all actives have a fitted effect of over 60% in size
#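 Two sequential reads on A549 ARE_Fluc cells exposed to compound for 18-24 h: a CellTiter-Fluor fluorescence read for viability, then a luciferase luminescence read for Nrf2/ARE activity.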
# pAkt inh – blocks phosphorylation of Akt | Neuro2A IGF-stimulated pAkt S473 HTRF, 20 min; hits give low values | activity change, % for hits at 50 µM | 0.32% of 360,000 active | AID 651550; in the data active = activity change below about -80%; inconclusive = mostly about -51% to -80%; note: % is set by controls: 0 for no effect and ±100 for the full control effect
#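 Single-point screen (50 µM final compound) in Neuro2A cells stimulated 20 min with 6 nM IGF at 37 deg C. After lysis, Ser473-phosphorylated Akt read by HTRF (ex 330 nm, em 615/665 nm) as the 665/615 ratio.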
# A549 viability – A549 cytotoxicity, counter-screen for Nrf2 inhibitors. 0.16% of 390,000 active. Potency, µM (highest dose often 46 µM), for the others: at the top dose activity change, negative = cytotoxicity, most hits filed as inhibitors. A549 ARE-Fluc cells, CellTiter-Fluor viability, 18-24 h; note: potency is the fitted concentration of half-maximal effect; % is set by controls: 0 for no effect and ±100 for the full control effect
#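 A549 ARE_Fluc cells in 5% FBS OPTI-MEM were exposed to compounds in concentration-response for 18-24 h at 37 deg C. Viability was read by CellTiter-Fluor fluorescence (Ex 405/Em 525) after 30 min, before the luciferase read.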
# HepG2 tox – HepG2 cytotoxicity, counter-screen for TGF-b inhibitors. HepG2 CAGA-GFP viability, ATP luminescence, 18 h. Potency, µM (doses to about 46.1 µM), for the others: top-dose activity change, negative = cytotoxicity, most hits filed as cytotoxic. 0.76% of 410,000 active; note: potency is the fitted concentration of half-maximal effect; some results filed as inactive show a strong effect at the top dose
#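 CellTiter-Glo luminescence gave cytotoxicity after 18 hours at 37 degrees C. The cells were HepG2 CAGA-GFP in 1% FBS DMEM, stimulated with 500 pg/mL TGF-beta after compound addition. %Activity was normalised to no-cell wells (complete cell-killing) and DMSO (no toxicity), and curves were fitted and classified.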
# CCT modulator – changes cytosolic chaperonin activity | purified chaperonin ATPase assay, HTRF ADP detection, 30 min | activity change, % (concentration not given with the values), hits read low | 0.3% of 360,000 active | AID 651819; in the data active = activity change below about -30%; note: % is set by controls: 0 for no effect and ±100 for the full control effect
#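 Nucleotide hydrolysis assay: TRiC at 20–40 nM final (set by batch activity) with 10 uM ATP, 30 min at 37 °C, in presence of 76 uM compound. Detection by competitive ADP HTRF, 30 min ambient.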
# Starred values were filed as active, the others as inactive; i = inactive; ? = inconclusive; . = not tested or not shown; & = joins results of further samples; [ ] = remark or other dose. Unless noted, calls come from the whole dose curve; as a rule, active = well fitted curve in the direction sought with a large enough effect; inconclusive = small, poorly fitted or top-dose-only effect, or another doubt; inactive = no such curve, though single readings can be large; an effect the other way counts as inactive or inconclusive.
cpd	Compound	Nrf2 activator	TGFb SMAD3 inh	MmCpn inh	S2 tox	Nrf2 inh	pAkt inh	A549 viability	HepG2 tox	CCT modulator
1	N#Cc1nc(Cc2ccccc2)oc1N1CCN(c2cccc(Cl)c2)CC1	-0.8%	-2%	-3%	i	.	i	14%	0%	-0.1
2	c1cncc(-c2nc(NCc3ccco3)c3ccccc3n2)c1	?	-6%	-1%	?	-13%	i	-1%	-29%	1.6
3	O=C(Nc1nccs1)c1nc(-c2ccccc2)n(-c2ccccc2)n1	0.3%	-20%	1%	i	-3%	i	0%	-1%	0.0
4	CC(CCO)Nc1nc2c([nH]1)c(=O)n(C)c(=O)n2C (stereo unspecified)	-0.3%	1%	1%	i	-1%	i	-6%	-11%	-0.5
5	CCCNc1ccc(-c2nc(-c3ccncc3)no2)cc1[N+](=O)[O-]	-0.2%	12%	.	i	4%	.	1%	-22%	.
6	O=C(ONC(=O)C1C2C=CC(C2)C1C(=O)NOC(=O)c1ccccc1)c1ccccc1 (stereo unspecified)	?	21%	.	?	?	i	?	-40%	0.9
7	NCCCn1cnc2ccccc21	-0.2%	9%	-2%	i	-21%	i	-5%	9%	-4.5
8	CCN(CC(=O)Nc1cc(Cl)ccc1C)C(=O)C1COc2ccccc2O1 (stereo unspecified)	6.9%	?	1%	i	11%	i	0%	-41%	0.0
9	O=C1CN(C(=O)/C=C/c2ccc(Br)cc2)CCN1	-0.9%	-5%	-1%	i	3%	i	3%	0%	2.5
10	NC(=O)[C@@H]1CCCN1Cc1nc(Cc2cccc(C(F)(F)F)c2)no1	-0.5%	-4%	-2%	i	9%	i	5%	-3%	-1.7
11	O=C(Nc1ccc(Oc2ccccc2)cc1)N[C@@H](Cc1ccccc1)C(=O)O	0.3%	34%[activator]	1%	i	5%	i	4%	0%	-0.8
12	Cc1ccccc1C(=O)N1CCN(c2nc(N3CCOCC3)nc(N3CCOCC3)n2)CC1	-0.4%	8%	1%	i	?	i	3%	7%	-3.3
13	O=C(CCNC(=O)c1ccccc1Cl)Nc1nc2ccccc2[nH]1	5.5%	?	1%	i	18%	i	6%	-1%	-4.2
14	Cc1ccc2cc(CCNC(=O)c3ccco3)c(=O)[nH]c2c1C	0.5%	9%	1%	i	?	i	-6%	-1%	3.2
15	O=C(Nc1nnc(-c2ccccc2)o1)Nc1ccc(F)cc1F	-0.5%	-4%	-1%	i	-7%	i	-3%	1%	0.5
16	O=C(Cn1cc([N+](=O)[O-])cn1)Nc1nc2ccccc2s1	-0.5%	17%	0%	i	-10%	i	-4%	-42%	-0.5
17	Cn1nc(-c2ccccc2)c(C(O)c2ccc(Cl)cc2)c1Cl (stereo unspecified)	-0.5%	0%	1%	i	1%	i	-12%	5%	-0.6
18	COc1cccc(NC(=O)CN(C2=NC3CS(=O)(=O)CC3S2)c2cccc(C)c2)c1 (stereo unspecified)	22%	-20%	0%	?	-26%	i	-29%	-63%	-0.9
19	Cc1ccc(-n2nc(C(=O)N3CCN(c4cccc(C(F)(F)F)c4)CC3)c3c4ccccc4n(C)c3c2=O)cc1	-0.1%	-3%	.	i	8%	.	11%	1%	.
20	CCC(C)(C(=O)NC1CCCCC1)N(Cc1ccco1)C(=O)c1ccccn1 (stereo unspecified)	-0.1%	2%	-1%	?	12%	-107%*	-7%	-23%	0.1
21	CCC(=O)N1CCC(C)(C(=O)NCc2ccc(F)cc2)C1 (stereo unspecified)	-1.4%	0%	.	i	.	i	.	4%	0.9
22	O=[N+]([O-])c1ccc(/C=C/C2=NN(c3ccccc3)C(c3ccco3)C2)o1 (stereo unspecified)	5.8%	3%	-6%	i	-26%	i	?	-4%	1.4
23	Cc1cccc(OCC(=O)OCc2cc(=O)n3nc(C4CC4)sc3n2)c1	-1.0%	32%[activator]	.	i	?	.	3%	0%	.
24	COc1ccc(-c2nc(SCC(=O)NCCc3ccc(OC)c(OC)c3)n[nH]2)cc1	2.9%	-8%	.	.	.	.	-9%	-1%	.
25	COc1ccc(NC(=O)C[C@H]2C(=O)N(c3ccccc3)C[C@@H]2CSC)cc1	-0.1%	-13%	.	i	.	i	.	-30%	-1.8
26	CCSc1ccc([C@@H]2[C@H]3C(=O)N(C)C(=O)[C@H]3[C@]3(C(=O)OC)CCCCN23)cc1OC	-0.4%	-20%	-2%	i	?	i	-10%	-16%	-3.2
27	O=c1c2ccccc2nnn1-c1ccccc1[N+](=O)[O-]	5.5%	-14%	.	i	.	i	.	-1%	0.2
28	O=C(CC1C(=O)N(c2ccccc2)C(=S)N1c1ccccc1)c1ccc(Br)cc1 (stereo unspecified)	11%	1%	-5%	i	?	i	4%	-40%	-2.4
29	C[C@@H]1CN([C@@H](C)CO)S(=O)(=O)c2ccc(/C=C/c3ccccc3)cc2O[C@@H]1CN(C)Cc1ccc(C(=O)O)cc1	4.0%	-3%	.	?	.	i	.	16%	0.7
30	CCCCOc1ccc(-c2nn(-c3ccccc3)cc2C2NC(=O)NC(C)=C2C(=O)OCC)cc1 (stereo unspecified)	-0.6%	?	.	i	?	.	-14%	-45%	.

# pAkt inh: entries above that show a hit
no. | SMILES | Nrf2 activator | MmCpn inh | pAkt inh | CCT modulator
20 | CCC(C)(C(=O)NC1CCCCC1)N(Cc1ccco1)C(=O)c1ccccn1 (stereo unspecified) | -0.1% | -1% | -107%* | 0.1

# The list goes on.
cpd	Compound	Nrf2 activator	TGFb SMAD3 inh	MmCpn inh	S2 tox	Nrf2 inh	pAkt inh	A549 viability	HepG2 tox	CCT modulator
31	COc1ccc(Cl)cc1NC(=O)C/C(C)=N/NC(=O)CC#N	12%	-2%	1%	i	6%	i	-3%	-22%	-1.7
32	O=C(C(=O)N1CCN(c2ccccc2F)CC1)c1cn(CC(=O)N2CCOCC2)c2ccccc12	-0.2%	-2%	1%	i	24%	i	-1%	-8%	-1.1
33	O=C(NCCS(=O)(=O)N1CCC2(CC1)OCCO2)c1ccccc1	-0.7%	8%	0%	i	7%	i	1%	-3%	-0.9
34	Cc1ccc(S(=O)(=O)N(CC(=O)N2CCCCC2)c2cccc(C)c2)cc1	4.0%	-7%	1%	i	.	i	3%	-11%	1.1
35	O=C1[C@H]2[C@@H]3CCN1CCC[C@@H]2C=C[C@@H]3c1ccc(Br)cc1	0.5%	.	.	i	.	i	.	.	1.0
36	CCCCCCN(C(=O)CCl)c1ccccc1	?	22µM*	-1%	?	0%	i	4%	-115%	-2.0
37	COCc1cc(C)nc(SCC(=O)N2CCC(C)CC2)c1C#N	0.2%	-2%	-3%	i	10%	i	2%	-19%	-0.2
38	COc1ccccc1C(=O)Nc1sc(Nc2ccccc2)nc1C(N)=O	?	14%	.	.	.	.	1%	-60%	.
39	O=S(=O)(NC1CCN(S(=O)(=O)c2ccc3c(c2)OCCO3)C1)c1c(F)cccc1F (stereo unspecified)	3.7%	7%	0%	i	11%&12%	.	-7%&-11%	6%	.
40	COc1ccccc1NC(=O)CSc1nnc(-c2ccccn2)n1Cc1ccco1	0.4%	-1%	-1%	i	-23%	i	5%	-20%	-2.0
41	COc1ccc(-c2csc(NC(=O)CS(=O)(=O)c3ccc(F)cc3)n2)cc1OC	2.1%	13%	-11%	i	?	i	0%	-49%	-2.1
42	O=C(CSc1nnc(-c2cccnc2)o1)Oc1ccccc1	-0.3%	10%	-2%	i	-26%	i	-1%	0%	-1.3
43	CCOc1ccc(Br)cc1S(=O)(=O)NCCN(C)C	-0.3%	0%	.	i	7%	i	1%	6%	2.9
44	COc1ccccc1CN1CCNC(=O)C1CC(=O)NCc1csc(C)n1 (stereo unspecified)	-0.1%	3%	1%	i	3%	i	-2%	-4%	0.4
45	Cc1ccc(C(=O)NCC(=O)OCCOc2ccccc2Cl)cc1	2.3%	-15%	4%	i	4%	i	7%	2%	0.6
46	CCOC(=O)CNC(=O)CSc1nnnn1-c1ccc(C)c(C)c1	3.1%	1%	0%	i	11%	i	4%	-39%	-0.6
47	Oc1ccc(N2CCN(Cc3cc4c(cc3Br)OCCO4)CC2)cc1	-0.3%	-13%	1%	i	-12%	i	5%	-12%	-3.3
48	COC(=O)C1=C[C@@H](C(=O)OC)C2C3=C(C(=O)[C@@]2(C)NC(=O)c2ccccc2)[C@H](c2ccccc2)[C@@H]2C(=O)N(c4ccccc4)C(=O)[C@@H]2[C@@H]3C1 (stereo partly specified)	.	3%	.	.	22%	.	1%	-1%	.
49	Cc1cc(Br)ccc1NC(=O)CN(C)C(=O)C1=COCCO1	0.0%	15%	-2%	i	18%	i	1%	1%	-3.6
50	CCOC(=O)Nc1c(Cl)n(C)c(=O)n(C)c1=O	10%	-23%	1%	i	5%	i	-12%	5%	1.4
51	COc1cc(C)c(Cl)cc1S(=O)(=O)n1cnc(C)c1	-0.2%	-3%	-2%	i	10%	i	-5%	-18%	-1.8
52	Cc1ccc(NC(=O)CSc2nc(=O)cc(N)n2CCc2ccccc2)cc1	-0.1%&9.9%	19%	-4%	i	-5%&1%	i	-7%&-6%	11%&4%	1.0
53	Cc1cc(NC(=O)CCCn2cnc([N+](=O)[O-])n2)no1	-0.5%	7%	0%	i	-7%	i	-2%	0%	-1.9
54	O=C(O)c1cccc(NC(=O)c2cc3cc(Br)cc(Br)c3oc2=O)c1	0.6%	9%	.	.	4%	.	6%	1%	.
55	COc1ccc(NC(=O)Nc2ccc(Cc3ccncc3)cc2)c(OC)c1	0.3%	?	0%	i	16µM*	i	-6%	-28%	-0.4
56	COc1cc(/C=C(\NC(C)=O)C(=O)N2CCCCC2)ccc1OC(C)=O	0.5%	-1%	2%	i	-2%	i	0%	1%	1.5

# Rows are unselected; about 4.4% have a hit in one of these screens.
